# NCOA2 inhibitor – human SRC2 (NCOA2) inhibition | Q15596 | AID 651957 | HEK293 GAL4-SRC2 luciferase reporter, luminescence | inhibition, % at 9 µM | hit rate 0.17% among 370,000;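 active means inhibition above the mean inhibition of all tested compounds plus 3 SD, set per campaign, cut at about 52% in these data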;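 further: 0% = DMSO treated cells and 100% = cells given Gossypol at 36 µM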
# Target sequence (Q15596 whole entry, looked up, the tested form may be a part): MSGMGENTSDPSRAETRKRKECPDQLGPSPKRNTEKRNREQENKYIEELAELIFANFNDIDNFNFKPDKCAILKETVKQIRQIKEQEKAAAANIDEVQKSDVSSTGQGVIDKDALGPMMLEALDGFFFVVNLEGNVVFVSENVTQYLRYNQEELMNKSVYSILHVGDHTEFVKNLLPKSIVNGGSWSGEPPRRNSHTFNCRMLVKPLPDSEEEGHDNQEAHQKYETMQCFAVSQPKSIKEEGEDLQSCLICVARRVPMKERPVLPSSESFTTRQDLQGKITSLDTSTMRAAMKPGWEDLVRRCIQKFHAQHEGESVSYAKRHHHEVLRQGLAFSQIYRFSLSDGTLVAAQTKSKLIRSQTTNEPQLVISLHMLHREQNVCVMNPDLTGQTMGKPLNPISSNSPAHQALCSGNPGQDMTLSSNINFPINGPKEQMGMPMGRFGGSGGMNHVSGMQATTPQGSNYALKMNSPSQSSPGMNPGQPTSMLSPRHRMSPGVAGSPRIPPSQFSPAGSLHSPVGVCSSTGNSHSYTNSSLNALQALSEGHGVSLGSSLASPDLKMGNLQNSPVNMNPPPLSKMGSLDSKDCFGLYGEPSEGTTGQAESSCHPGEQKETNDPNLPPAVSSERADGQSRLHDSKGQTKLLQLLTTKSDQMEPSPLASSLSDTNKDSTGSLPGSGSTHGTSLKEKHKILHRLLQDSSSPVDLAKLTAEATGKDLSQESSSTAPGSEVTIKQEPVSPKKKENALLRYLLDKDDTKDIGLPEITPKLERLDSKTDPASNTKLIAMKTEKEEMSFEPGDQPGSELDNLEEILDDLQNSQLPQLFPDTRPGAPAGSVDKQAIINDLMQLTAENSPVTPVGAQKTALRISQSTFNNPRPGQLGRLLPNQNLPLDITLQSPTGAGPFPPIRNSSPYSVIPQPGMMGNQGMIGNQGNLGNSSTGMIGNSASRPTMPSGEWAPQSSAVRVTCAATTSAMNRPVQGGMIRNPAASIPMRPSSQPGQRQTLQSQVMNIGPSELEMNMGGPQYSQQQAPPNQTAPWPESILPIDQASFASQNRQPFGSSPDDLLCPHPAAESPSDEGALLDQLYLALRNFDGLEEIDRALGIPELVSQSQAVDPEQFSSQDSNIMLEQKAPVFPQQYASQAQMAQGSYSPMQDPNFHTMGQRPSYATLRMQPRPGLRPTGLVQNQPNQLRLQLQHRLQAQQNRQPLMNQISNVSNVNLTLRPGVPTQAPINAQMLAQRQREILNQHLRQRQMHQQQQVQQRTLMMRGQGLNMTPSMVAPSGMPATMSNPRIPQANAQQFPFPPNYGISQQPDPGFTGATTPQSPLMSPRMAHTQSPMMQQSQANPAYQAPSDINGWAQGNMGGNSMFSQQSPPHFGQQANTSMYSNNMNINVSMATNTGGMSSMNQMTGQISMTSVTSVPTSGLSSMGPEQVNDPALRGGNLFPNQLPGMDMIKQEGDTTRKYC
# C8 TRAIL sens – sensitizes caspase-8 expressing cells to TRAIL. inhibition (viability loss, TRAIL sensitization), % at 10 µM. NB7+C8 cells + TRAIL, ATPlite viability luminescence. hit rate 1% among 360,000;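 active means compounds causing at least 50% loss of cell viability in the single-dose screen, relative to plate controls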
# TLR9-MyD88 inh – blocks human TLR9 binding to MyD88; AID 504734; CHO BLA complementation TLR9-MyD88, CCF4 FRET ratio; hit rate 0.21% among 340,000; inhibition, % at 4.98 µM;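 active means inhibition above the mean over all tested compounds plus 3 SD, cut at about 21% in these data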;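 further: 0% = DMSO only wells and 100% = clavulanate BLA inhibitor control wells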
# Vif inh – blocks HIV Vif function. HEK293T cells, Vif self-association by quenched fluorescence, imaging, 24 h. inhibition, % at 7.49 µM. hit rate 0.35% among 340,000; in the data active means inhibition above about 50%, passing the limit was not always enough; further: some results filed as inactive read as strong as hits
# NOD2-RIPK2 inh – inhibitors of human NOD2-RIPK2 interaction | hit rate 0.38% among 360,000 | inhibition, % at 4.98 µM | O43353 | CHO BLA complementation NOD2-RIPK2, CCF4 ratio | AID 624267; in the data active means inhibition above about 21%;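 further: 0% = vehicle only and 100% = reference blocker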
# NCOA1 inh – inhibits human SRC1 coactivator. Q15788. HEK293 GAL4-SRC1 luciferase reporter, luminescence. inhibition, % at 3.6 µM. hit rate 0.12% among 360,000. AID 588354;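 active means inhibition above the campaign mean plus 3 SD, with each screening campaign given its own cutoff, cut at about 60% in these data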;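 further: 0% = DMSO treated cells and 100% = gossypol at 36 µM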
# SRC3 inh – human NCOA3 inhibition; hit rate 0.17% among 360,000; inhibition, % at 3.6 µM; Q9Y6Q9; HEK293 GAL4-SRC3 luciferase reporter, luminescence;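 active means inhibition above a per-campaign cutoff, the mean of all compounds plus 3 SD, cut at about 60% in these data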;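 further: 0% = DMSO-treated cells and 100% = gossypol-treated cells at 36 µM; higher means less SRC3-driven luciferase light from the GAL4 reporter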
# EBV LMP1 NFkB – inhibitors of Epstein-Barr LMP1-induced NF-kappaB reporter; LMP1-induced NF-kappaB luciferase reporter cells, luminescence; inhibition, % at 12.5 µM; hit rate 0.69% among 350,000; AID 504558; in the data active means inhibition above about 41%;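 further: 0% = neutral control wells and 100% = reference inhibitor control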
# LRH-1 inv ag – NR5A2 inverse agonism in reporter assay | inhibition, % at 3.6 µM | HEK293T StAR-luciferase reporter, LRH-1 transfected, 24 h | hit rate 0.13% among 360,000;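 active means inhibition above the mean inhibition of all tested compounds plus 3 SD, cut at about 73% in these data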;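 further: 0% = DMSO wells and 100% = reporter-only cells lacking LRH-1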
# TROY signal inh – TROY signaling inhibition; Q293 LMP1-TROYcd NF-kB luciferase reporter, 4 h; inhibition, % at 10 µM; hit rate 0.98% among 360,000;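 active means compounds whose plate-normalised and pattern-corrected inhibition of the luciferase reporter signal at the single screening dose is 50% or more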
# NR2F2 inh – inhibitors of human COUP-TFII (NR2F2). HEK293T NGFI-A luciferase reporter, luminescence. inhibition, % at 8.6 µM. hit rate 0.7% among 370,000;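 active means inhibition above a per-plate cutoff, mean inhibition of test wells between control levels plus 3 SD, cut at about 38% in these data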;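 further: cells cotransfected with COUP-TFII expression vector driving the NGFI-A reporter; 0% = median of COUP-TF2 test wells and 100% = reporter-only cells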
# The depositor's hits bear a star; . = no result given. Some of the compounds tested; count on the stated rates, not on these rows.
SMILES	NCOA2 inhibitor	C8 TRAIL sens	TLR9-MyD88 inh	Vif inh	NOD2-RIPK2 inh	NCOA1 inh	SRC3 inh	EBV LMP1 NFkB	LRH-1 inv ag	TROY signal inh	NR2F2 inh
Cc1cccc(OCCCC(=O)NCCc2ccccc2)c1	-20.0	9.1	-5.1	10.5	-9.8	3.7	-3.8	-1.0	-2.5	-5.4	4.7
CCNc1nn2ccccc2c1/C=C(\C#N)C(=O)OCC	-17.0	-1.7	1.1	.	-8.2	3.5	6.4	0.7	8.5	-10.6	14.2
CCOC(=O)C(C)n1cnc2sc3c(c2c1=O)CCC3 (centres undefined)	-11.3	21.6	-7.2	5.1	-3.0	-9.8	11.4	-2.3	10.7	9.0	-18.3
CC/C(=N/NC(=O)c1ccc(Br)cc1)c1ccc(OCCN2CCOCC2)cc1	-20.6	-3.6	-4.1	.	-1.3	-17.0	-7.8	0.4	-21.5	-30.1	-10.9
COc1cccc(Nc2nc(C(N)Cc3ccccc3)cs2)n1 (centres undefined)	-42.9	36.0	.	8.0	9.3	-5.9	-15.7	.	-5.2	-18.8	5.0
O=C(Nc1cc(C(=O)N2CCOCC2)ccc1N1CCCC1)c1cccs1	8.5	4.0	8.1	-4.7	1.1	-16.6	-10.1	-0.7	-13.4	-22.0	10.4
O=C1[C@H]2[C@@H](c3ccccc3)N[C@]3(CCCN(CC4CCCCC4)C3=O)[C@H]2C(=O)N1Cc1ccccc1	23.9	-5.8	-13.8	.	-10.2	-5.3	-6.1	-19.6	7.9	5.3	-14.2
Cc1ccccc1C(=O)N1CCC(C(=O)Nc2cccc(S(=O)(=O)N3CCCCC3)c2)CC1	10.3	14.6	5.8	6.5	-6.1	5.9	-0.2	18.4	9.8	17.5	33.5
CCN(CC)C(=O)Cc1cn(C)c2ccccc12	-6.8	-2.9	3.3	-18.4	1.1	-13.8	-4.4	6.9	-0.4	19.1	2.0
Cc1ccc(NC(=O)c2nccnc2C(=O)O)cc1C	-6.3	7.7	8.3	25.5	0.8	-0.9	0.5	-4.8	0.8	-20.9	5.3
CCC(=O)NCc1csc(-c2cccs2)n1	-16.9	-10.9	3.5	-10.3	-4.6	-29.9	-18.3	-0.4	-18.3	-27.7	-5.0
CCCOc1c(Br)cc(/C=N/O)cc1OC	-19.1	10.0	-4.1	.	3.3	-0.8	9.2	11.5	-7.0	14.9	3.4
CCS(=O)(=O)N1CCN(C(=O)c2ccccc2[N+](=O)[O-])CC1	16.0	-3.8	-16.3	-2.9	3.2	-1.6	12.1	0.9	-5.2	6.3	-2.6
Cc1ccc(OCc2cc(C(=O)N3CCCC(C)C3)no2)cn1 (centres undefined)	-2.1	-10.5	-4.0	-18.7	0.9	9.0	-26.5	5.0	19.7	-6.1	14.2
C1CCC(c2nn3c(-c4n[nH]c5c4CCC5)nnc3s2)CC1	2.8	4.1	-1.6	-5.5	-3.4	-3.6	8.6	-6.1	-17.8	-6.8	3.5
O=C(Cc1cccc(NC(=O)C2CCN(C(=O)c3ccccc3)CC2)c1)Nc1cccc(C(=O)N2CCCC2)c1	10.5	4.0	2.4	8.4	-3.1	-5.0	2.5	-3.2	5.1	7.3	2.1
O=C(Nc1cccc(Cl)c1)c1ccc2c(c1)OCCO2	-75.4	59.0*	-12.1	-6.0	3.1	-91.3	-82.3	-28.1	-170.5	-30.9	-37.6
COc1cc(NS(=O)(=O)c2cc(C(=O)NCCc3ccccn3)ccc2OC)cc(OC)c1	-3.7	-4.4	3.8	-4.0	-2.4	10.9	-7.7	4.1	4.9	0.9	15.2
COc1ccc(C2C(C#N)=C(C)NC3=C2C(=O)CC(C)(C)C3)c(OC)c1 (centres undefined)	.	-11.4	1.4	-3.0	1.5	1.2	2.9	-2.0	-2.0	12.2	.
COc1cc(-c2nc3c(c(C)nn3-c3ccccc3)c3cc(OC)c(OC)cc23)ccc1O	-26.7	-2.1	-6.0	-12.3	-8.7	-12.8	22.8	-5.3	-17.7	6.1	2.9
O=C(Cc1c(F)cccc1Cl)Nc1ccccc1N1CCCCC1	-22.0	1.3	5.6	-9.0	-5.1	5.4	12.1	-1.9	-8.6	-41.6	1.1
COc1ccc(-c2noc(-c3ccc(Br)o3)n2)cc1OC	-6.3	6.5	-2.9	-4.4	-6.1	-14.4	-6.4	-8.3	-6.2	-57.7	10.9
COc1ccc(-n2c(C)nn(CC3CC3)c2=O)cc1	-5.9	-39.8	2.2	-6.6	-4.9	-10.1	7.6	-3.1	4.0	-15.0	-6.2
CCSc1nnc(NC(=O)c2ccc(C)o2)s1	-36.8	5.2	7.8	.	-4.0	-34.0	-47.6	-4.6	-69.0	-43.3	-30.6
Cc1ccc(OCC(=O)NC2CCCCCC2)cc1C	-21.3	3.4	-2.4	-5.4	0.6	-40.4	-28.7	-10.9	-38.0	-57.9	-10.3
O=C(COC(=O)c1ccccc1)NCCC1=CCCCC1	-15.4	1.4	-6.6	-0.5	0.8	-17.2	9.8	-1.8	-15.6	-22.1	-20.8
O=C(NCCSc1c[nH]c2ccccc12)c1c(F)cccc1F	-4.1	-4.4	8.7	.	6.7	7.4	-11.3	13.0	25.5	3.1	0.0
O=[N+]([O-])c1ccccc1OCCCNCc1ccccc1	8.9	0.4	2.1	-0.7	4.0	1.1	4.1	-1.5	8.4	7.9	-8.4
O=C(/C=C/c1cccs1)Nc1nccs1	-21.4	22.8	6.8	-13.9	-4.3	-62.5	-62.3	-24.5	-116.5	-32.6	-41.1
COC(=O)c1ccc(N2CCOCC2)c(NC(=O)c2ccc(Br)o2)c1	-15.3	-6.5	-0.8	-1.9	4.2	3.9	8.9	5.6	7.2	-6.9	1.3
CN(CC(=O)Nc1ccc(Cl)c(Cl)c1)C(=O)CNC(=O)Cc1ccccc1	14.2	-12.1	-2.6	3.2	6.5	4.9	-5.8	-9.6	2.5	-23.6	-0.7
COC(=O)[C@]12CCCCC=C1N(Cc1ccccc1)C(=O)[C@H](CC(=O)N1CCC(c3ccccc3)CC1)C2	10.4	31.2	.	.	-12.8	.	.	.	-11.1	7.0	-0.7
COc1cccc(N2CCN(S(=O)(=O)c3ccc(-c4cnc(C5CC5)o4)cc3)CC2)c1	-10.6	4.4	5.6	-1.1	5.9	-2.8	-8.9	-17.3	10.4	21.1	-7.6
COc1ccc(S(=O)(=O)NCC(c2ccco2)N2CCOCC2)cc1 (centres undefined)	-2.3	4.8	-12.0	5.4	2.5	-4.2	-3.7	-2.0	1.1	-13.1	-9.7
CCOC(=O)Nc1sc(C(=O)N(C)C)c(C)c1C(=O)OCC	-8.5	-9.7	-3.2	-12.0	-6.8	-2.7	-0.1	-3.0	-20.0	-2.6	-7.3
COc1cccc(N2C(=NC(=O)COc3ccccc3)SC3CS(=O)(=O)CC32)c1 (centres undefined)	-1.9	-19.9	-3.4	9.1	-2.0	-9.0	-17.1	-0.9	0.5	-33.2	-14.4
Nc1nc(Cl)nc2ncn(Cc3ccccc3)c12	-65.2	-8.2	-3.6	-1.5	4.3	13.8	4.7	-7.9	-18.2	2.0	-20.7
CCOc1ccc(NC(=O)CN(C)C(=O)C(C)N2C(=O)c3ccccc3C2=O)cc1OCC (centres undefined)	-14.7	1.0	-5.2	-5.2	-7.1	-0.9	18.0	-0.2	-19.8	2.9	-16.2
Cc1cc(C)c(C#N)c(SCC(=O)Nc2ccccc2C)n1	-0.5	-4.1	-8.5	-1.1	-4.7	-6.0	-27.4	4.1	-13.3	-10.0	-3.2
CCCNC(=O)c1ccccc1NC(=O)c1ccc2c(c1)NC(=O)C(C)S2 (centres undefined)	-18.1	18.8	-8.5	-15.9	8.1	-11.9	-21.0	-5.6	23.2	-9.6	2.1
COC(=O)c1sccc1NC(=O)CSc1nnnn1-c1ccccc1C	-24.4	-1.9	2.8	-2.3	1.9	-11.6	14.7	-3.1	-5.3	11.6	1.5
O=C(COC(=O)c1ccc(Cl)nc1)NCCC1=CCCCC1	13.2	-5.7	3.9	-4.6	-0.1	8.6	3.2	1.1	-6.2	-0.6	-1.6
COc1ccc(NC(=O)CSc2nnc(C)s2)cc1S(=O)(=O)N1CCOCC1	14.9	1.1	-0.2	.	13.2	-11.7	-0.6	0.3	2.0	-1.1	5.6
CN(Cc1ccccc1)C(=O)c1cccc(NC(=O)Cc2ccc(NC(=O)C3CCCN(C(=O)C4CCCCC4)C3)cc2)c1 (centres undefined)	-13.1	10.3	-42.3	-6.4	1.9	-3.2	-9.7	3.6	9.9	24.0	3.7
C/C(CC1CC(COCC(C)C)OC1=O)=N\Nc1nc(-c2ccccc2)cs1 (centres undefined)	-16.1	-5.4	8.9	-1.8	-7.0	-12.6	6.5	1.1	8.4	-18.2	-13.3
O=C(/C=C/c1ccco1)Nc1cccc2cccnc12	-64.6	4.1	-3.0	5.9	-9.8	-38.8	-46.3	0.4	-78.2	21.7	-40.0
C/C(Cl)=C\CSc1nnc2n(N)c(=O)c3ccccc3n12	-23.6	-15.5	-2.7	1.5	-3.1	5.8	-12.2	3.7	9.0	-25.0	-11.0
COc1ccc2ccccc2c1/C=N/NC(=O)c1cccc(C)c1	-17.6	10.3	5.1	-4.0	3.0	1.1	-9.3	4.9	-11.2	-19.5	3.2
COc1cc(C2SCC(=O)N2Cc2ccccc2)ccc1O (centres undefined)	-5.8	-16.6	-2.4	0.1	-1.9	1.9	-9.5	-7.8	-1.6	-18.0	-15.7
CCCOP(=O)(c1ccc(N(C)C)cc1)C(Nc1ccccc1)c1ccc(N(C)C)cc1 (centres undefined)	2.5	6.6	-6.0	2.9	15.2	5.3	13.1	5.1	5.7	-3.2	8.0

# The results go on:
SMILES	NCOA2 inhibitor	C8 TRAIL sens	TLR9-MyD88 inh	Vif inh	NOD2-RIPK2 inh	NCOA1 inh	SRC3 inh	EBV LMP1 NFkB	LRH-1 inv ag	TROY signal inh	NR2F2 inh
CCOC(=O)c1ccc(NS(=O)(=O)c2c(C)[nH]c(C)c2C(=O)N2CCCCC2)cc1	1.8	20.3	-0.9	-4.4	-5.6	-9.6	10.4	-2.4	4.5	11.7	-5.2
CC/C(=N\NC(=O)c1ccccc1Cl)c1ccc(Br)s1	-3.9	-4.7	-0.8	13.5	-0.2	-18.8	-0.2	-9.6	-11.4	-30.1	-3.4
Cc1ccc(-c2ccnc3nc(Sc4ncc(C(F)(F)F)cc4Cl)nn23)cc1	-24.1	14.9	-6.7	-6.4	-2.6	3.1	9.1	5.9	-4.0	4.4	12.6
O=C(CSCc1c(Cl)cccc1Cl)N1CCOCC1	8.5	-6.2	-9.3	-4.8	-0.6	-19.0	6.6	0.9	-9.0	5.9	1.4
O=C(O)CC1=C(Nc2ccccc2)C(=O)N(c2ccccc2)C1c1ccc(Br)cc1 (centres undefined)	-41.3	12.2	10.2	-7.2	-15.2	-44.9	-14.5	-7.1	-60.5	-60.4	-7.0

# Single entries from the entries so far:
# Value of O=C(CSCc1c(Cl)cccc1Cl)N1CCOCC1 in TROY signal inh: 5.9
# Value of CC/C(=N\NC(=O)c1ccccc1Cl)c1ccc(Br)s1 in NCOA1 inh: -18.8
